FXIa inh: factor XIa (human) inhibition; P03951; purified FXIa, Boc-Glu-Ala-Arg-AMC fluorogenic substrate; inhibition, % at 5 µM; 220,000 tested, 0.14% active; AID 798;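 active means inhibition of at least 40%; inactive means inhibition below 40%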;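 further: fluorescence of freed AMC excited at 355 nm; 0% = enzyme without compound and 100% = no enzyme blank; many of its hits are not listed in these tables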
hK5 inh: inhibitors of human kallikrein 5; Q9Y337; recombinant hK5, fluorogenic AMC substrate cleavage; inhibition, % at 5 µM; 210,000 tested, 0.59% active; AID 873;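 active means inhibition of 40% or more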;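 further: 0% = enzyme controls without compound and 100% = no-enzyme blanks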
Hck Nef HTS: inhibitors of human Hck kinase activated by Nef; Recombinant Hck-YEEI plus Nef, Z-Lyte FRET kinase assay; AID 463187; 220,000 tested, 0.68% active; inhibition, % at 20 µM; P08631;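 active means Hck-Nef kinase inhibition above about 50%, limit read from the data; inactive means inhibition below that limit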;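 further: 0% = DMSO with Hck plus Nef and 100% = Hck alone without Nef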
Target sequence (P08631 whole entry, looked up): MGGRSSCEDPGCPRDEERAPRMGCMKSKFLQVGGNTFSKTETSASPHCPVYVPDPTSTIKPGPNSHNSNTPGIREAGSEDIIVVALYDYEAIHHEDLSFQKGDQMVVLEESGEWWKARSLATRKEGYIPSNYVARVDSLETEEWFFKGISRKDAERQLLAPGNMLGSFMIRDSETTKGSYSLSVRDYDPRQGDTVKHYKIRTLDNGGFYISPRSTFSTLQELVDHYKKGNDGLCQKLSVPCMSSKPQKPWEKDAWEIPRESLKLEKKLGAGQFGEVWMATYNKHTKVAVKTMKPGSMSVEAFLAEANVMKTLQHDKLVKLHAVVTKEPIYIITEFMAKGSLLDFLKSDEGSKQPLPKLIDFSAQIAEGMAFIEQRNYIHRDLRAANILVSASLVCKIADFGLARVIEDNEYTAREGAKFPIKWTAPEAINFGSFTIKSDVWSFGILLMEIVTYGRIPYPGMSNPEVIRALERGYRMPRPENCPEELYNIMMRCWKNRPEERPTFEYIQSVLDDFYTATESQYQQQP
KCC2 mod: modulates chloride dependent transport by human KCC2 | B-score of Tl+ flux slope (higher = more flux/activation; lower = inhibition) at 10 µM | 190,000 tested, 2.2% active | KCC2 cells, thallium flux FluoZin-2 fluorescence | Q9H2X9;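 active means thallium flux slope and its plate-corrected score both differing from the plate sample mean at a set confidence after two filtering rounds, in either direction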;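 further: slope of fluorescence scaled to starting intensity during 10 to 20 s after thallium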
thrombin 1536: inhibitors of human thrombin; P00734; alpha-thrombin, Boc-VPR-AMC fluorogenic substrate cleavage; inhibition, % at 5 µM; 220,000 tested, 0.26% active;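 active means inhibition at or above 40%; inactive means inhibition below 40%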;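 further: 0% = enzyme with no compound and 100% = wells without enzyme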
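Test system: human alpha-thrombin protein / Dosing: one concentration per compound, 5 µM, with 0.2% DMSO / Medium: pH 7.5 Tris-saline with Tween 20 / Benchmarks: no-compound enzyme wells and no-enzyme blanks / Read-out basis: percent inhibition of thrombin substrate cleavage / Timing: reaction at room temperature / Measured by: fluorescence, ex 355 nm, em 460 nm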
TNF necrop inh: blocks TNF-alpha induced death of Jurkat FADD-/- cells. Jurkat FADD-/- TNF necroptosis rescue, ATP luminescence, 24 h; 0 = TNF only, 100 = no-TNF cells. activation (protection from cell death), % at 10 µM. 220,000 tested, 0.068% active. AID 463075;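 active means activation, meaning protection from cell death, of at least 50% relative to plate controls; inactive means activation below 50%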;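 further: necroptosis triggered by 40 ng/mL TNF-alpha added together with compound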
FXIIa inh 1536: factor XIIa (human) inhibition; purified FXIIa, Boc-QGR-AMC fluorogenic substrate, 2 h; inhibition, % at 5 µM; 220,000 tested, 0.3% active; AID 800; in the data active means inhibition above about 40%;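 further: 0% = enzyme with no compound and 100% = blank without enzyme; many of its hits are not listed in these tables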
Rad51 HR inh: Rad51 (human) homologous recombination inhibition; 200,000 tested, 0.085% active; hRad51 DNA strand exchange, fluorescence dequenching; inhibition, % at 10 µM; AID 1385;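 active means inhibition above 40% at the single screening dose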;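 further: 0% = DMSO control wells and 100% = blanks with heterologous ssDNA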
Target sequence (Q06609 whole entry, looked up): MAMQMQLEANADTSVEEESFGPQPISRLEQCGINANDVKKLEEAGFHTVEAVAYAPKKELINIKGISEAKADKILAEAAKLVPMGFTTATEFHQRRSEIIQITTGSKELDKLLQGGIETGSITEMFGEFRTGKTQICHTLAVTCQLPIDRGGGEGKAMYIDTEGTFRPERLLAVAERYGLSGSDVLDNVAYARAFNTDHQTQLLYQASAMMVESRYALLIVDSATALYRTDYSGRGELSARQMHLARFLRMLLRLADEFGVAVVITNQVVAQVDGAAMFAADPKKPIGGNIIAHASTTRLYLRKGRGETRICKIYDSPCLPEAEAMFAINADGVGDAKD
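Material: hRad51 filaments on single-stranded DNA; Reagent: Donor/quencher-labelled 47-bp dsDNA substrate; Compound: 10 µM final, single point; Schedule: 37 °C 15-min filament assembly, 30-min compound preincubation, 15-min exchange; Technique: FRET fluorescence, excitation 485 nm, emission 520 nm; Benchmarks: control wells and blank wells on each plate.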
zVAD death inh: L929 zVAD cell death inhibition. L929 zVAD necroptosis rescue, ATP luminescence, 24 h; with zVAD 60 µM. viability rescue, % at 10 µM. 220,000 tested, 0.38% active. AID 1377;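 active means activation, scaled between plate controls, above about 75%, limit read from the data; inactive means activation under that limit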;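 further: 0% = zVAD with DMSO and 100% = DMSO alone without zVAD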
The depositor's hits bear a star; nt = no result given. An excerpt. The share of hits here may be higher or lower than overall.

[1] O=C(O)CC(NS(=O)(=O)c1ccc(Br)cc1)c1ccco1 (stereo not drawn)
[2] CCOc1ccc2nc(NC(=O)CSC3=NCCS3)sc2c1
[3] Cc1c(C(=O)O)oc2ccc(S(=O)(=O)N3CCC(C)CC3)cc12
[4] COC(=O)C(CC(=O)Nc1cc(C)ccc1C)Nc1ccccc1OC (stereo not drawn)
[5] O=C(O)Cc1ccc(N=Nc2c(O)c(C(=O)O)cc3ccccc23)cc1
[6] COc1ccc(C(=O)NCc2cn3ccsc3n2)cc1OC
[7] S=C(NCC1CCCO1)Nc1cccc(Cl)c1 (stereo not drawn)
[8] Cc1ccc(-n2c(C)cc(C(=O)COC(=O)c3c(C)noc3C)c2C)cc1

assay / compound,1,2,3,4,5,6,7,8
FXIa inh,-0.1,-1.4,-14.3,-15.9,-4.9,-4.4,-4.2,0.7
hK5 inh,-0.4,-1.5,-14.9,1.1,-6.2,-3.0,-3.2,8.9
Hck Nef HTS,1.5,1.1,-7.0,1.1,21.1,-0.1,8.4,-1.2
KCC2 mod,0.129,-0.664,1.78,nt,-1.31,-0.17,0.0935,nt
thrombin 1536,-23.8,1.2,36.0,-5.8,3.0,-7.0,2.9,-0.3
TNF necrop inh,0.4,17.1,-0.2,0.5,-4.8,0.4,-2.5,-5.5
FXIIa inh 1536,-4.5,2.7,-6.3,-19.8,8.1,6.1,4.0,16.9
Rad51 HR inh,-8.8,3.3,8.8,-6.2,28.3,-3.4,-47.6,-2.7
zVAD death inh,0.4,4.1,1.4,0.4,0.0,0.5,0.0,0.1

Only zVAD death inh and FXIa inh (3 entries from above):
| no. | SMILES | zVAD death inh | FXIa inh |
| --- | --- | --- | --- |
| 4 | COC(=O)C(CC(=O)Nc1cc(C)ccc1C)Nc1ccccc1OC (stereo not drawn) | 0.4 | -15.9 |
| 5 | O=C(O)Cc1ccc(N=Nc2c(O)c(C(=O)O)cc3ccccc23)cc1 | 0.0 | -4.9 |
| 6 | COc1ccc(C(=O)NCc2cn3ccsc3n2)cc1OC | 0.5 | -4.4 |

Next entries:
[9] Cc1cc(N2CCOCC2)nc(-c2ccc([N+](=O)[O-])cc2)n1
[10] CNc1nc(C)nc(-c2ccccc2O)n1
[11] Cc1cc(C)c2c3c(sc2n1)C(c1ccccc1)C(C#N)=C(N)O3 (stereo not drawn)
[12] Cc1cc(O)ccc1N=Cc1c(C(F)(F)F)[nH][nH]c1=O
[13] CCOC(=O)NC(=O)C(=CNc1ccccc1OC)C(=O)NC(=O)OCC
[14] COc1ccc(C(=O)Nc2cc3c(cc2C#N)OCO3)cc1S(=O)(=O)N1CCN(C)CC1
[15] C/C(=N\NC(=O)c1ccccn1)C12CC3CC(CC(C3)C1)C2
[16] O=c1[nH]c2cc(NCCO)c([N+](=O)[O-])cc2[nH]1

assay / compound,9,10,11,12,13,14,15,16
FXIa inh,3.6,2.1,-3.0,1.1,7.4,-5.9,-4.5,-8.9
hK5 inh,-3.5,-23.3,-26.3,-2.4,-5.6,-3.2,20.7,-10.6
Hck Nef HTS,-1.2,9.4,-18.1,0.9,2.4,27.4,2.0,23.5
KCC2 mod,2.28,nt,-1.93,0.643,1.75,-0.553,-0.47,0.188
thrombin 1536,-1.4,-1.8,23.8,7.4,-1.4,-0.7,-3.6,-5.3
TNF necrop inh,-3.0,2.2,-20.1,-5.7,0.8,1.0,1.9,-1.3
FXIIa inh 1536,10.7,6.1,3.8,6.6,8.8,0.6,2.2,-2.9
Rad51 HR inh,nt,nt,nt,23.9,nt,3.7,-14.8,11.9
zVAD death inh,0.1,15.9,1.0,0.5,0.4,0.0,0.1,8.9

[17] Nn1cnnc1N/N=C/c1cc(Br)cc(Br)c1O
[18] COC(=O)c1sccc1NC(=O)c1cccs1
[19] CN1CCN(S(=O)(=O)c2ccc(C(=O)Nc3ccccc3)cc2)CC1
[20] COC(=O)[C@H](CCSC)NC(=O)N1CCN(c2cccc(C(F)(F)F)c2)CC1
[21] COc1ccccc1NC(=S)N(CCc1nc2cc(C)c(C)cc2[nH]1)Cc1cccnc1
[22] O=C(Cn1c(C(=O)N2CCN(C3CCCCC3)CC2)cc2sccc21)c1ccccc1
[23] COc1ccc(NS(=O)(=O)c2cc(NC(=O)CCSc3ccccc3)ccc2OC)cc1
[24] CCOC(=O)c1ccc(S(=O)(=O)N2CCNCC2)cc1

assay / compound,17,18,19,20,21,22,23,24
FXIa inh,1.9,3.3,3.5,7.4,-0.2,4.2,5.6,18.0
hK5 inh,-216.7,-5.0,-10.7,-10.0,-25.0,20.1,-29.2,-2.2
Hck Nef HTS,2.6,-7.7,7.7,-1.1,-0.5,-1.7,-0.3,-4.7
KCC2 mod,nt,0.489,0.418,nt,nt,-0.253,-3.45,0.724
thrombin 1536,4.7,-4.3,-2.8,4.5,1.3,4.4,-5.0,-2.9
TNF necrop inh,-8.2,-0.5,-0.6,-1.1,-4.5,-4.6,2.0,1.7
FXIIa inh 1536,13.9,8.4,11.7,15.8,1.1,15.7,3.3,23.2
Rad51 HR inh,nt,2.1,0.6,-3.4,-7.6,-11.5,nt,6.4
zVAD death inh,0.3,0.4,-0.5,1.5,-0.3,0.4,0.0,0.6

[25] O=C1CC(c2cccs2)Sc2nc3ccccc3n21 (stereo not drawn)
[26] CC(C(=O)NC1CCCC1)N1CCN(Cc2ccccc2)CC1 (stereo not drawn)
[27] CCNc1ccc(S(=O)(=O)N(C)C)cc1NCC(=O)Nc1c(F)cccc1F
[28] COC(=O)Nc1cc(C)n(-c2ccccc2)n1
[29] COc1ccc(C)cc1NC(=O)CSc1nnc(-c2ccccn2)n1Cc1ccco1
[30] CCOC(=O)COc1ccc(S(=O)(=O)NCCC2=CCCCC2)cc1
[31] C#CCOCCOCCOCCNc1nc(N2CCN(C(=O)[C@H](CCCCN)n3cc(C(N)[C@H](C)CC)nn3)CC2)nc(N2CCN(C(=O)[C@H](CCC(=O)O)n3cc(C(N)[C@H](C)CC)nn3)CC2)n1 (stereo partly drawn)
[32] O=C(NCc1ccccc1)c1cccc(NC(=O)c2ccco2)c1

assay / compound,25,26,27,28,29,30,31,32
FXIa inh,-8.3,-1.0,3.6,-2.3,-2.0,-7.4,-4.4,-1.4
hK5 inh,2.4,2.5,-5.9,-4.5,5.2,-0.7,-3.3,2.4
Hck Nef HTS,4.0,9.1,3.1,18.3,-0.8,1.1,-16.3,-7.6
KCC2 mod,-0.37,1.15,-0.333,-0.112,nt,-0.751,-0.34,-0.0708
thrombin 1536,-1.7,-3.7,0.3,-7.7,8.6,-4.7,-8.9,-5.0
TNF necrop inh,-0.7,0.7,2.4,3.8,0.2,-1.4,0.2,0.4
FXIIa inh 1536,0.7,7.2,5.8,1.1,17.3,0.3,3.9,4.0
Rad51 HR inh,5.6,-18.0,-5.4,8.7,0.0,-2.8,nt,0.6
zVAD death inh,-0.1,-0.9,0.9,0.7,2.3,0.1,-0.5,-0.4

[33] CCOc1cc(C2C(C#N)=C(N)Oc3n[nH]c(-c4ccncc4)c32)cc([N+](=O)[O-])c1O (stereo not drawn)
[34] COCCn1c(=O)[nH]c2cc(C(=O)NCCN3CCN(c4cccc(Cl)c4)CC3)ccc2c1=O
[35] Cc1cc(=O)oc2ccc(OC(=O)c3cccc(S(=O)(=O)N4CCOCC4)c3)cc12
[36] Cn1c(N)c(C(=O)Nc2ccc(-c3ccccc3)cc2)sc1=S
[37] C=CCOC(=O)C1=C(C)Nc2[nH]c(=O)[nH]c(=O)c2C1c1cccc(OC)c1 (stereo not drawn)
[38] S=C(NCc1ccc(Cl)cc1)N1CCN(c2ccccn2)CC1
[39] O=C(Cc1ccccc1F)Nc1ccccc1-c1ccccc1
[40] O=c1oc2cccnc2n1CCS(=O)(=O)c1ccc(F)cc1

assay / compound,33,34,35,36,37,38,39,40
FXIa inh,-1.7,-3.7,4.2,-3.1,12.2,-2.2,-3.2,-1.1
hK5 inh,-2.9,-18.5,3.1,30.5,6.2,8.3,0.8,0.0
Hck Nef HTS,11.8,-0.3,-8.7,-15.6,-10.0,4.1,23.5,15.2
KCC2 mod,-0.611,-0.698,-0.792,0.000818,1.3,0.0851,-1.16,0.523
thrombin 1536,-4.8,0.3,-0.5,11.9,4.5,0.0,-9.5,-1.4
TNF necrop inh,2.7,2.5,-4.1,-6.0,-0.3,-1.3,-0.9,3.8
FXIIa inh 1536,6.3,-4.2,11.3,16.3,17.0,12.7,5.0,4.3
Rad51 HR inh,-18.2,3.5,0.5,-5.7,-3.7,-0.1,2.5,10.1
zVAD death inh,1.6,0.5,0.2,0.0,-0.8,0.5,1.3,-0.5

[41] O=C(CCNc1ccc(Cl)c(C(F)(F)F)c1)c1ccco1
[42] O=C(CCSc1ccc(Cl)cc1)N1CCCCCC1
[43] COc1cc(C(=O)NCCc2c[nH]c3ccccc23)ccc1OCc1c(C)noc1C
[44] COc1ccc(/C=C/c2nnc(NC(C)=O)s2)cc1
[45] O=C(COC(=O)c1ccc(S(=O)(=O)NCc2ccco2)cc1)Nc1ccccc1OC(F)F
[46] C=CCNC(=O)/C(C#N)=C/c1cc(Br)ccc1OC
[47] COC(=O)c1ccccc1NC(=O)CSc1nnc(-c2ccoc2C)n1C
[48] COc1ccccc1N(CC(O)Cn1ccnc1C)S(=O)(=O)c1ccc(C)cc1 (stereo not drawn)
[49] Cc1cc(C)cc(Oc2nc3ccccn3c(=O)c2/C=C(\C#N)C(=O)NC2CCS(=O)(=O)C2)c1 (stereo not drawn)
[50] O=C(CSc1ccc(Cl)cc1)Nc1ccc(-c2nc3ccccc3[nH]2)cc1
[51] Clc1ccc2nc(C3CCN(Cc4nnnn4C4CCCCC4)CC3)[nH]c2c1

assay / compound,41,42,43,44,45,46,47,48,49,50,51
FXIa inh,-3.4,-6.4,1.9,-0.5,5.9,-4.3,-4.3,-2.6,1.0,8.0,5.6
hK5 inh,-3.0,-1.3,8.0,-2.0,-0.4,-1.7,-1.6,-0.2,-1.6,-6.0,-8.0
Hck Nef HTS,7.3,0.5,19.6,14.0,-5.4,20.5,1.5,18.3,19.6,5.9,4.6
KCC2 mod,-0.871,2.53,0.363,0.933,0.0759,2.48,-0.472,-0.00438,0.671,-0.119,-4.43*
thrombin 1536,-3.9,0.5,-9.7,-12.6,4.4,-11.0,-7.6,-5.8,-9.1,-2.4,2.1
TNF necrop inh,1.5,4.5,-0.5,-0.4,-0.3,-2.8,1.1,0.3,0.2,2.7,3.6
FXIIa inh 1536,8.9,8.9,9.2,3.4,14.8,4.6,0.2,0.5,0.4,4.2,17.6
Rad51 HR inh,-7.4,1.6,23.0,nt,3.9,20.0,8.9,-2.9,nt,8.3,-11.0
zVAD death inh,-0.9,-0.3,5.0,0.0,-0.2,-0.1,0.0,-1.1,-0.8,3.6,1.2
